BioA inh: M. tuberculosis BioA enzyme inhibitors, primary screen, biochemical, plate reader, single point, HTS; purified M. tuberculosis BioA enzyme; inhibition, % at 9.99 µM; 0.096% of 360,000 active; AID 602481, 2012; in the data active = inhibition above about 40%
The depositor's hits bear a star; & = joins results of further samples. These rows are one share of the data; the hit share may differ from the screen's.

CN(C)C(=O)[C@H]1[C@H](CO)[C@H]2Cn3c(cccc3=O)[C@@H]1N2C(=O)c1ccccc1
  BioA inh: -1.1

NCC[C@H]1CC[C@H](NC(=O)Nc2ccc(F)cc2)[C@H](CO)O1
  BioA inh: -1.9

CCC(=O)N(CC1CCC1)C[C@@H]1[C@@H](c2ccccc2)[C@H](CO)N1C(C)=O
  BioA inh: -3.3

C/C=C/c1ccc2c(c1)O[C@H](CN(C)C(=O)c1cnccn1)[C@H](C)CN([C@@H](C)CO)S2(=O)=O
  BioA inh: -2.1

C[C@@H]1CN([C@@H](C)CO)C(=O)c2cccc(NS(=O)(=O)c3cn(C)cn3)c2O[C@@H]1CN(C)Cc1ccc(Oc2ccccc2)cc1
  BioA inh: 1.4

C[C@@H]1CN([C@@H](C)CO)C(=O)c2cc(NC(=O)Cc3cn(C)c4ccccc34)ccc2O[C@@H]1CN(C)Cc1ccc(Oc2ccccc2)cc1
  BioA inh: -1.7

C[C@H](CO)N1C[C@H](C)[C@H](CN(C)Cc2ccc(C(F)(F)F)cc2)Oc2c(NS(=O)(=O)c3ccc(F)cc3)cccc2C1=O
  BioA inh: 0.4

COc1ccc(NC(=O)Nc2ccc3c(c2)[C@@H]2C[C@@H](CC(=O)N4CCc5ccccc5C4)O[C@@H](CO)[C@@H]2O3)cc1
  BioA inh: 4.6

COc1ccccc1NC(=O)N[C@H]1CC[C@@H](CC(=O)N2CCC(Cc3ccccc3)CC2)O[C@@H]1CO
  BioA inh: -3.9

COc1ccc(NC(=O)N(C)C[C@@H]2Oc3ncc(C#Cc4ccccc4)cc3C(=O)N([C@H](C)CO)C[C@@H]2C)cc1
  BioA inh: 4.4

C/C=C/c1ccc2c(c1)O[C@H](CN(C)C(=O)c1ccccc1F)[C@@H](C)CN([C@@H](C)CO)S2(=O)=O
  BioA inh: -0.7

C[C@@H]1CN([C@H](C)CO)C(=O)c2cc(C#CC(C)(C)O)cnc2O[C@H]1CN(C)C(=O)c1ccccc1F
  BioA inh: 2.8

COc1cccc(S(=O)(=O)N2CCCCN3[C@H](C2)[C@H](c2ccc(C#CCC(C)C)cc2)[C@@H]3CO)c1
  BioA inh: -7.5

O=S(=O)(c1ccccc1)N1C[C@H]2[C@@H](c3ccccc31)[C@H](CO)N2Cc1ccc2c(c1)OCO2
  BioA inh: -2.2

COc1ccc(NC(=O)Nc2cccc3c2O[C@@H](CN(C)S(=O)(=O)c2cn(C)cn2)[C@H](C)CN([C@H](C)CO)C3=O)cc1
  BioA inh: 1.5

Part of the list above in order of count of non-hydrogen atoms, falling.
C[C@@H]1CN([C@@H](C)CO)C(=O)c2cc(NC(=O)Cc3cn(C)c4ccccc34)ccc2O[C@@H]1CN(C)Cc1ccc(Oc2ccccc2)cc1
  BioA inh: -1.7

C[C@H](CO)N1C[C@H](C)[C@H](CN(C)Cc2ccc(C(F)(F)F)cc2)Oc2c(NS(=O)(=O)c3ccc(F)cc3)cccc2C1=O
  BioA inh: 0.4

COc1ccc(NC(=O)Nc2cccc3c2O[C@@H](CN(C)S(=O)(=O)c2cn(C)cn2)[C@H](C)CN([C@H](C)CO)C3=O)cc1
  BioA inh: 1.5

COc1ccc(NC(=O)N(C)C[C@@H]2Oc3ncc(C#Cc4ccccc4)cc3C(=O)N([C@H](C)CO)C[C@@H]2C)cc1
  BioA inh: 4.4

C[C@@H]1CN([C@H](C)CO)C(=O)c2cc(C#CC(C)(C)O)cnc2O[C@H]1CN(C)C(=O)c1ccccc1F
  BioA inh: 2.8

CCC(=O)N(CC1CCC1)C[C@@H]1[C@@H](c2ccccc2)[C@H](CO)N1C(C)=O
  BioA inh: -3.3

NCC[C@H]1CC[C@H](NC(=O)Nc2ccc(F)cc2)[C@H](CO)O1
  BioA inh: -1.9

Next section.
COc1ccc(S(=O)(=O)Nc2ccc3c(c2)C(=O)N([C@H](C)CO)C[C@@H](C)[C@H](CN(C)S(=O)(=O)c2cccs2)OCCCC[C@H](C)O3)cc1
  BioA inh: 3.7

COc1ccc(-c2ccc([C@@H]3[C@@H](C#N)N(C(=O)c4cccc(F)c4)[C@H]3CO)cc2)cc1
  BioA inh: -0.9

C[C@@H]1CN([C@@H](C)CO)C(=O)Cc2cc(N(C)C)ccc2O[C@@H]1CN(C)S(=O)(=O)c1cn(C)cn1
  BioA inh: 0.6

Cc1ccccc1-c1ccc2c(c1)O[C@@H](CN(C)C(=O)C1CC1)[C@H](C)CN([C@H](C)CO)S2(=O)=O
  BioA inh: -0.6

CN1C(=O)c2cc(NC(=O)c3ccccc3)ccc2OC[C@@H]2O[C@@H](CC(=O)NCC3CC3)CC[C@H]21
  BioA inh: 0.8

O=C(C[C@@H]1CC[C@H]2[C@@H](COC[C@@H](O)CN2S(=O)(=O)c2ccc(F)cc2)O1)NCC1CCCCC1
  BioA inh: 2.8

C[C@@H]1CN([C@@H](C)CO)C(=O)Cc2cc(NS(=O)(=O)c3ccc(F)cc3)ccc2O[C@H]1CN(C)C(=O)NC1CCCCC1
  BioA inh: -1.8

CC(C)NC(=O)N(C)C[C@@H]1OCCCC[C@H](C)Oc2ccc(NC(=O)Nc3ccc(C(F)(F)F)cc3)cc2C(=O)N([C@@H](C)CO)C[C@@H]1C
  BioA inh: 0.1

C[C@@H]1CN([C@H](C)CO)C(=O)c2cc(NS(=O)(=O)c3ccccc3)ccc2O[C@@H](C)CCCCO[C@H]1CN(C)C(=O)Nc1ccc2c(c1)OCO2
  BioA inh: -3.3

CN(C)CC(=O)N[C@H]1C=C[C@H](CC(=O)NCc2ccc(Cl)cc2)O[C@H]1CO
  BioA inh: -0.2

C[C@@H](NC(=O)C[C@@H]1CC[C@H]2[C@@H](COC[C@@H](O)CN2C(=O)Nc2ccccc2)O1)c1ccccc1
  BioA inh: -0.1

CC(C)NC(=O)Nc1ccc2c(c1)C(=O)N([C@H](C)CO)C[C@H](C)[C@@H](CN(C)Cc1ccc(C(=O)O)cc1)OCCCC[C@@H](C)O2
  BioA inh: -2.9

CCC(=O)Nc1ccc2c(c1)C(=O)N(C)C[C@H](OC)[C@@H](C)CN(CC1CCCCC1)[C@@H](C)CO2
  BioA inh: -0.3

CC(C)NC(=O)Nc1ccc2c(c1)C(=O)N([C@@H](C)CO)C[C@@H](C)[C@@H](CN(C)Cc1ccc(C(F)(F)F)cc1)O2
  BioA inh: -4.1

COc1cccc(CN(C)C[C@H]2OCc3ccccc3-c3ccccc3C(=O)N([C@H](C)CO)C[C@@H]2C)c1
  BioA inh: 3.8

CC(=O)N(C)C[C@H]1Oc2ncc(C#Cc3ccccc3F)cc2C(=O)N([C@@H](C)CO)C[C@@H]1C
  BioA inh: -0.1

C[C@H](CO)N1C[C@H](C)[C@H](CN(C)Cc2ccc3c(c2)OCO3)Oc2cc(-c3cccc(C(=O)N(C)C)c3)ccc2S1(=O)=O
  BioA inh: 5.7

CO[C@H]1CN(C)C(=O)c2ccc(NC(=O)c3ccc(F)cc3)cc2OC[C@@H](C)N(C(=O)c2ccc(F)cc2)C[C@H]1C
  BioA inh: 0.5

COC(=O)C[C@@H]1CC[C@@H]2[C@@H](COc3ccc(NC(=O)Nc4cc(C)cc(C)c4)cc3C(=O)N2C)O1
  BioA inh: -0.9

COc1ccc(NC(=O)Nc2cccc3c2O[C@H](CN(C)C)[C@@H](C)CN([C@@H](C)CO)C3=O)cc1
  BioA inh: 2.1

CNC(=O)C[C@H]1CC[C@H]2[C@@H](COc3ccc(NS(=O)(=O)c4cccc(F)c4)cc3C(=O)N2C)O1
  BioA inh: -1.3

C[C@@H]1CCCCO[C@@H](CN(C)C(=O)Nc2ccccc2)[C@@H](C)CN([C@H](C)CO)C(=O)c2cc(NC(=O)C3CCCCC3)ccc2O1
  BioA inh: -0.8

C[C@@H]1CN([C@H](C)CO)C(=O)Cc2cc(NC(=O)Nc3cccc4ccccc34)ccc2O[C@H]1CN(C)S(=O)(=O)c1ccc(Cl)cc1
  BioA inh: -3.0

CCC(=O)N1C[C@H]2[C@@H](c3ccccc31)[C@@H](CO)N2Cc1ccccc1F
  BioA inh: -3.4

O=C(Nc1ccc(Cl)cc1)N[C@@H]1CC[C@@H](CCn2cc(C3(O)CCCC3)nn2)O[C@@H]1CO
  BioA inh: -3.3

CC(C)NC(=O)N(C)C[C@@H]1OCCCC[C@@H](C)Oc2ccc(NC(=O)CCCN(C)C)cc2C(=O)N([C@@H](C)CO)C[C@H]1C
  BioA inh: -3.6

COc1ccccc1C#Cc1ccc2c(c1)[C@H]1[C@H](CCN1S(=O)(=O)c1ccccc1)[C@H](CO)N2
  BioA inh: -2.3

C[C@H](CO)N1C[C@H](C)[C@H](CN(C)S(=O)(=O)c2ccc(-c3ccccc3)cc2)OCc2cnnn2CCCC1=O
  BioA inh: 1.6

CC(C)NC(=O)Nc1ccc2c(c1)C(=O)N([C@H](C)CO)C[C@H](C)[C@@H](CN(C)CC1CC1)OCCCC[C@H](C)O2
  BioA inh: -1.5

COc1cccc(-c2ccc([C@@H]3[C@H](C#N)N(C(=O)c4ccccn4)[C@H]3CO)cc2)c1
  BioA inh: -2.4

(list continues)
Molecule	BioA inh
COc1ccc(S(=O)(=O)N(C)C[C@@H]2Oc3ncc(C#Cc4ccc(C(F)(F)F)cc4)cc3C(=O)N([C@H](C)CO)C[C@@H]2C)cc1	-1.0
COc1ccc(S(=O)(=O)Nc2ccc3c(c2)C(=O)N([C@@H](C)CO)C[C@@H](C)[C@H](CN(C)Cc2ccccc2)O3)cc1	0.6
C[C@@H]1CCCCO[C@@H](CN(C)Cc2ccc(C(=O)O)cc2)[C@@H](C)CN([C@@H](C)CO)C(=O)c2cc(NC(=O)NC3CCCCC3)ccc2O1	-2.9
Cc1ccc(S(=O)(=O)N(C)C[C@@H]2Oc3ccc(NC(=O)CCCCCC(=O)Nc4ccccc4N)cc3CC(=O)N([C@@H](C)CO)C[C@@H]2C)cc1	2.3
CN1C(=O)c2cc(NS(=O)(=O)c3cccc(F)c3)ccc2OC[C@H]2O[C@@H](CC(=O)NCCN3CCCCC3)CC[C@H]21	0.8
CC(=O)N(C)C[C@@H]1Oc2cc(C3=CCCC3)ccc2S(=O)(=O)N([C@@H](C)CO)C[C@@H]1C	-2.0
CNC(=O)C[C@H]1CC[C@@H]2[C@H](COC[C@@H](O)CN2C(=O)Nc2ccc(Cl)c(Cl)c2)O1	83*
Cc1noc(C)c1S(=O)(=O)Nc1ccc2c(c1)C(=O)N([C@H](C)CO)C[C@@H](C)[C@@H](CN(C)C(=O)NC(C)C)O2	-0.5
Cc1noc(C)c1NC(=O)N(C)C[C@@H]1Oc2ncc(C#Cc3ccc(F)cc3)cc2C(=O)N([C@H](C)CO)C[C@@H]1C	-3.6
O=C(C[C@@H]1CC[C@@H]2[C@H](COC[C@@H](O)CN2CCC(F)(F)F)O1)NCC1CC1	-1.9
CO[C@@H]1CN(C)C(=O)c2ccc(NC(=O)NC(C)C)cc2OC[C@@H](C)N(C(=O)CC2CC2)C[C@@H]1C	-2.5
CN1C[C@H]2[C@@H](c3ccccc31)[C@H](CO)N2C(=O)C1CC1	1.7
Cc1ccc(S(=O)(=O)N[C@H]2C=C[C@@H](CC(=O)N3CCN(c4ccccc4)CC3)O[C@H]2CO)cc1	-4.4
CC(=O)N1[C@H](CO)[C@H](c2ccc(-c3ccccc3)cc2)[C@H]1CNC(=O)C1CC1	-5.2
C[C@H]1CN([C@@H](C)CO)C(=O)Cc2cc(NC(=O)Cc3ccccc3)ccc2O[C@@H]1CN(C)C(=O)Nc1ccc(C(F)(F)F)cc1	-4.3
C[C@H](CO)N1C[C@H](C)[C@@H](CN(C)C)Oc2cc(Br)ccc2S1(=O)=O	-1.6
COCC(=O)N1[C@H](CO)[C@@H](c2ccccc2)[C@@H]1CNC(=O)c1ccccn1	5.4
C[C@@H]1CN([C@H](C)CO)S(=O)(=O)c2ccc(-c3ccc(C(=O)N(C)C)cc3)cc2O[C@@H]1CN(C)C(=O)C1CCC1	4.3
C[C@@H]1CN([C@@H](C)CO)S(=O)(=O)c2ccc(C#CC3(O)CCCC3)cc2O[C@@H]1CN(C)C(=O)Nc1ccc(F)cc1	0.3
COc1ccc(S(=O)(=O)Nc2ccc3c(c2)C(=O)N([C@@H](C)CO)C[C@H](C)[C@@H](CN(C)C(=O)CCC(F)(F)F)OCCCC[C@H](C)O3)cc1	1.4
C[C@@H]1CCCCO[C@@H](CN(C)C(=O)Cc2ccccc2)[C@@H](C)CN([C@H](C)CO)C(=O)c2cc(NC(=O)Nc3cccc4ccccc34)ccc2O1	-1.7
CC(C)CC#Cc1ccc2c(c1)O[C@H](CN(C)Cc1ccccn1)[C@@H](C)CN([C@H](C)CO)S2(=O)=O	0.8
CN1C(=O)c2cc(NC(=O)c3cccc(F)c3)ccc2OC[C@@H]2O[C@@H](CC(=O)Nc3ccccc3)CC[C@@H]21	-0.5
C[C@@H]1CCCCO[C@H](CN(C)S(C)(=O)=O)[C@H](C)CN([C@@H](C)CO)C(=O)c2cc(NC(=O)Nc3ccc4c(c3)OCO4)ccc2O1	0.9
CC(=O)N(C)C[C@@H]1Oc2ncc(C#Cc3ccccc3)cc2C(=O)N([C@@H](C)CO)C[C@@H]1C	-0.4
C[C@H](CO)N1C[C@H](C)[C@H](CN(C)C(=O)NC2CCCCC2)OCc2ccccc2-c2c(n(C)c3ccccc23)C1=O	-0.6
Cc1noc(C)c1NC(=O)N(C)C[C@H]1Oc2ncc(C#CC(C)C)cc2C(=O)N([C@H](C)CO)C[C@@H]1C	0.4
CN1c2ccc(-c3cccc(F)c3)cc2[C@H]2[C@H](CCN2C(=O)C2CCOCC2)[C@@H]1CO	38
CN(C)C(=O)C[C@@H]1CC[C@@H]2[C@H](COc3ccc(NC(=O)C4CCCCC4)cc3C(=O)N2C)O1	-0.6
C[C@@H]1CCCCO[C@H](CN(C)Cc2ccc3c(c2)OCO3)[C@H](C)CN([C@@H](C)CO)C(=O)c2cc(NS(=O)(=O)c3cccs3)ccc2O1	-3.2&-0.5
CC=Cc1ccc2n(c1=O)C[C@@H]1[C@@H](CO)[C@H](C(=O)N[C@H](C)c3ccccc3)N(C(=O)c3cnccn3)[C@H]21 (mixture of isomers)	0.6
COc1cccc(-c2cnc3c(c2)C(=O)N([C@@H](C)CO)C[C@H](C)[C@H](CN(C)Cc2ccncc2)O3)c1	-0.9
CCC(=O)Nc1ccc2c(c1)C(=O)N(C)C[C@@H](OC)[C@H](C)CN(CCc1ccccc1)[C@@H](C)CO2	2.6
